Compound activity deposited in PubChem by several laboratories.
CHT allo act = allosterically activates the human high affinity choline transporter | Q9GZV3 | CHT-expressing cells, membrane potential dye, choline EC20; stronger effect = higher value; LV-AA mutant CHT in HEK293 cells | B-score at 10 µM | 0.49% of 310,000 active | AID 488977;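 active = initial fluorescence not abnormally high and integrated response B-score, plate-corrected, over 3 SD above library mean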
Target sequence (Q9GZV3 whole entry, looked up): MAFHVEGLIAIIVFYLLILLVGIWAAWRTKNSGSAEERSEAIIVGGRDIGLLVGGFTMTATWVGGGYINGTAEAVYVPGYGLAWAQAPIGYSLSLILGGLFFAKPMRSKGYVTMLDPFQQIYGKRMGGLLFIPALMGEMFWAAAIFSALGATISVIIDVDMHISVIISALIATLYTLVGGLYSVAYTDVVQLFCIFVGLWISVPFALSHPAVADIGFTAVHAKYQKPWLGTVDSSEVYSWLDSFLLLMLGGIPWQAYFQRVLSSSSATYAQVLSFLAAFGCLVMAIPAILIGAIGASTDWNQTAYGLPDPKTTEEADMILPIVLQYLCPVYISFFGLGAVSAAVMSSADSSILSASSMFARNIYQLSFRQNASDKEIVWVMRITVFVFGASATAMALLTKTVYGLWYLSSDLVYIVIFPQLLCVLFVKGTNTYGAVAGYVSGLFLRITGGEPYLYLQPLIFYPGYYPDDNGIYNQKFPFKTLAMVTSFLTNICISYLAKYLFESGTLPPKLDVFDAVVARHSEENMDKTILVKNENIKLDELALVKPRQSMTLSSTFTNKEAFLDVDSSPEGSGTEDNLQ
OX1R antagonist = antagonists of human orexin 1 receptor | AID 434989 | inhibition, % at 5 µM | CHO/OX1R cells, Fluo-8 calcium fluorescence, orexin A | O43613 | 0.43% of 330,000 active;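 active = inhibition above its plate's threshold, mean inhibition of all tested compounds on the plate plus 3 SD, cut at about 37% in these data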;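 also: 0% = orexin A challenge wells and 100% = SB-334867-A antagonist wells; not every result past the cut was called active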
Target sequence (O43613 whole entry, looked up): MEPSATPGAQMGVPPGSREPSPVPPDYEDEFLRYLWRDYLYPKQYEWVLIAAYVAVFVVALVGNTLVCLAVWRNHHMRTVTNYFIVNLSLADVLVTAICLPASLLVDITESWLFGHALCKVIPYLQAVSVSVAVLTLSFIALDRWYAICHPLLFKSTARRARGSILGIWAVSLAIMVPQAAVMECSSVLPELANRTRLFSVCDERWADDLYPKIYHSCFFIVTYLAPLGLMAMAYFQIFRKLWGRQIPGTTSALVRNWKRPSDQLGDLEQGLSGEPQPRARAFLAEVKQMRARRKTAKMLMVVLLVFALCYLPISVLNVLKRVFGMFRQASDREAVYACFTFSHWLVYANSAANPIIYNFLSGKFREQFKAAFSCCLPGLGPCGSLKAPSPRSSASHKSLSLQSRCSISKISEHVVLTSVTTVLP
* marks the source's active call; other numbers are inactive results; i = inactive; x = not tested or not shown.

SMILES	CHT allo act	OX1R antagonist
COC(=O)c1ccc(/C=C2\CCn3c2nc2cc(C(=O)O)ccc2c3=O)cc1	i	0
Oc1oc(-c2cccc3ccccc23)nc1/C=N/c1nccs1	i	1
O=C1C2CC=CCC2C(=O)N1c1cccc(OS(=O)(=O)c2ccc3ccccc3c2)c1 (centres undefined)	i	-6
O=C(CN(C(=O)c1csnn1)c1ccccc1)NCCc1ccccc1	i	-33
N#Cc1ccc(C(=O)Nc2cccc3cccnc23)c(F)c1	i	-17
CCOc1ccc2nc(NC(=O)CSc3nnc(-c4ccncc4)n3CC3CCCO3)sc2c1 (centres undefined)	i	-28
CCc1nc2ccccc2c(C(=O)OC2CCOC2=O)c1C (centres undefined)	i	-18
Cc1ccc(C)c(NC(=O)C(C)CC2COCCO2)c1 (centres undefined)	i	-21
CCOC(=O)c1ccc(N2C(=O)c3cccc4c(C(=O)O)ccc(c34)C2=O)cc1	i	4
Cc1ccc(-c2nnc(N3CCCCC3)c3ccccc23)cc1S(=O)(=O)NCC1CCCO1 (centres undefined)	i	-14
O=C1CC(NCc2cccs2)C(=O)N1c1ccc(Cl)cc1 (centres undefined)	i	0
CCc1c(C)nc2cc(-c3ccc(OC)cc3)[nH]n2c1=O	i	-21
Cc1ccc(S(=O)(=O)NC(C(=O)N2CCOCCOCCOCC2)C(C)C)cc1 (centres undefined)	i	-11
CCOc1ccc(NC(=O)c2ccco2)c([N+](=O)[O-])c1	i	-16
CSc1ccc(C(=O)C2CCCN(C(=O)c3ccsc3)C2)cc1 (centres undefined)	i	-29
Cc1cc(C)cc(NC(=O)CCC(=O)Nc2cc(C)on2)c1	i	-19
O=C(Nc1ncccn1)c1cc([N+](=O)[O-])cc([N+](=O)[O-])c1	i	-2
CCC(=O)Nc1ccc(Cl)c(NC(=O)c2c(OC)cccc2OC)c1	i	-34
CCCNC(=O)c1nnsc1Sc1ccc(Cl)cc1	i	-22
NS(=O)(=O)c1ccc(CCNC(=O)COc2ccc3c4c(c(=O)oc3c2)CCC4)cc1	i	-12
Cc1cc2cc3c(cc2nc1SCC(=O)N1CCOCC1)OCO3	i	-21
O=C(COC(=O)C12CC3CC(CC(Br)(C3)C1)C2)Nc1cccc(S(=O)(=O)N2CCOCC2)c1	x	47*
CCOCC(=O)Nc1ccc(Br)c(C)c1	i	-6
O=C(Nc1cccnc1)c1cc(F)cc(F)c1	i	-8
COc1cc2c(cc1NC(=O)CN(C)Cc1nc3ccccc3c(=O)[nH]1)oc1ccccc12	i	-22
CCCCCOC(=O)Cn1c(N2CCOCC2)nc2c1c(=O)[nH]c(=O)n2C	i	-5
Cn1c(CNC(=O)Nc2ccccc2)nnc1SCc1ccccc1	i	-30
Cn1cc(CN2CCC(Oc3ccc(C(=O)N4CCCC4)cc3)CC2)cn1	i	-12
Cc1ccc(Oc2nn[nH]n2)cc1	i	-9
CC1(C)CCc2cc(CN3CCN(c4ccccn4)CC3)ccc2O1	i	-23
O=C(CCS(=O)(=O)c1ccccc1)Nc1nnc(C(F)(F)F)s1	i	-12
COCCN(C(=O)CSc1nnc(-c2ccccc2OC)o1)c1c(N)n(CC(C)C)c(=O)[nH]c1=O	i	-13
CC(=O)c1cccc(NC(=O)C2CCN(C(=O)c3ccc([N+](=O)[O-])cc3)CC2)c1	i	-15
CNC(=O)c1ccsc1NC(=O)c1ccccc1	i	-8
CCc1sc(C(=O)N2CCN(c3ncccn3)CC2)cc1Br	i	-29
Cc1ccccc1S(=O)(=O)Cc1ccc(C(=O)NCc2cccnc2)o1	i	-13
CCN(Cc1ccccc1)C(=O)c1ccc(Cl)cc1[N+](=O)[O-]	i	-18
COc1ccc(C)cc1NC(=O)CSc1nnc(COc2ccc(C)cc2)n1Cc1ccco1	i	-15
Cc1cc(C)cc(OCc2nnc(SCC(=O)Nc3ccccc3)o2)c1	i	-6
COc1ccc(-c2ccc(C#N)c(SCC(=O)Nc3sc4c(c3C#N)CCC4)n2)cc1OC	i	-24

2 entries from above in a different format.
Values run as follows: CHT allo act, OX1R antagonist
COc1ccc(C)cc1NC(=O)CSc1nnc(COc2ccc(C)cc2)n1Cc1ccco1
    i, -15
Cc1cc(C)cc(OCc2nnc(SCC(=O)Nc3ccccc3)o2)c1
    i, -6

(further entries)
SMILES	CHT allo act	OX1R antagonist
O=C(CN1CCN(C(=O)C2CCCO2)CC1)Nc1ccc(F)cc1 (centres undefined)	i	-2
CN(C)/C=N/c1ncc(C(=O)c2ccc(Cl)cc2Cl)s1	i	-8
C=C(C)CN(CC)C(=O)CN1C(=O)NC(C)(c2ccc3ccccc3c2)C1=O (centres undefined)	i	-19
COc1cccc(C(C(=O)NC2CCCC2)N(C(=O)c2ccco2)c2ccc(-n3cnnn3)c(C)c2)c1OC (centres undefined)	i	-42
CCCS(=O)(=O)N1CCC(C(=O)NCCCN2CCC(Cc3ccccc3)CC2)CC1	i	-19
CC(=O)NCC(=O)N(Cc1ccco1)C1(C(=O)NC2CCCCC2)CCCCC1	i	-29
COc1cccc(-c2nc3ccc(C(=O)N4CCCC(O)C4)cc3o2)c1 (centres undefined)	i	-19
Cc1ncoc1C(=O)N1CCCC(C(=O)c2cccc(OC(C)C)c2)C1 (centres undefined)	i	-19
CCC(C(=O)Nc1ccc(S(=O)(=O)N2CCN(C)CC2)cc1)c1ccccc1 (centres undefined)	i	17
O=C(O)CC/C(=C\c1ccc(N2CCCC2)c([N+](=O)[O-])c1)c1nc2ccccc2s1	i	-19
COC(=O)CCC(=O)NC(=S)Nc1ccc(S(=O)(=O)Nc2cc(OC)nc(OC)n2)cc1	i	9
CCOC(=O)c1cc(C#N)c(N2CCCNCC2)nc1C(F)(F)F	i	-9
COc1ccc(C2(CNC(=O)c3ccccc3[N+](=O)[O-])CCOCC2)cc1	i	-1
Cn1c2c(c(=O)n(C)c1=O)C(CC(=O)Nc1ccccc1F)C(=O)N2 (centres undefined)	i	-9
C=CCn1cc(C(=O)OCC)c(=O)c2ccc(F)cc21	i	-12
COc1ccc(OC)c(CN2CCCC(C(=O)c3ccccc3SC)C2)c1 (centres undefined)	i	-24
COc1ccc(C(=O)N2CC(=O)Nc3ccccc32)cc1S(=O)(=O)N1CCOCC1	i	5
CCOc1cc(C(=O)O)cc(Cl)c1OCC#N	i	-3
CCOc1ccccc1NC(=O)CN1C(=O)NC(Cc2c[nH]c3ccccc23)C1=O (centres undefined)	x	42*
CC1CCC2(CC1)NC(=O)N(CC(=O)NC(C)c1ccc(F)c(F)c1)C2=O (centres undefined)	x	-14
COc1ccc(C2CC(c3ccc(F)cc3)n3nc(NC(=O)c4ccco4)nc3N2)cc1 (centres undefined)	i	-17
O=C(NC(c1ccccc1)c1ccccc1)c1ccc(S(=O)(=O)C(F)F)cc1	i	-10
CCS(=O)(=O)n1nc(NCc2cccc(OC)c2)nc1NCc1cccc(OC)c1	i	-5
Cc1ccc(-c2cc(=O)[nH][nH]2)c(C)c1	i	9
CCN1C(=NCCc2cccs2)N[C@@H](c2cccs2)C(C(=O)OC)=C1C	i	-19
CCCNc1c(NC(=O)COc2ccc(Cl)cc2)c(=O)oc2ccccc12	i	-18
COc1ccc(NC(=O)c2c(N)no[n+]2[O-])cc1	i	-1
CC1CCCCN1C(=O)CSc1nc2ccsc2c(=O)n1Cc1ccccn1 (centres undefined)	i	-27
COc1cccc(-c2nc(CS(=O)(=O)CC(=O)Nc3c(C)cccc3C)c(C)o2)c1	i	-10
COc1ccc(-n2c(SCC(=O)NCC3CCCO3)nc3c(c2=O)SCC3)cc1OC (centres undefined)	i	-8
CC1(C)CC(=O)C2=C(C1)OC(N)=C(C#N)C21CCN(C(=O)OCc2ccccc2)CC1	i	10
CCOC(=O)N1CCN(Cc2nc(N)nc(Nc3ccc(OCC)cc3)n2)CC1	i	-40
Cc1ccc(C)c(C(=O)COC(=O)Cn2[nH]c(=O)c3ccccc3c2=O)c1	x	-35
Cc1ccc(NC(=O)c2cccnc2C(=O)O)nc1	i	-8
Cn1nnc2sc3c(c2c1=O)CCCC3	i	5
O=P(CCC(F)(F)F)(CCC(F)(F)F)CCC(F)(F)F	i	1
CCCCCN(C(=O)CCC(=O)OCC(=O)Nc1cccc(CC)c1)c1c(N)n(CCCC)c(=O)[nH]c1=O	i	-20
CC1(C)CC(=O)c2c(O)cc(OCc3ccc(Br)cc3)cc2O1	i	-34
COc1ccc(S(=O)(=O)NNC(=O)C2Cc3c(ccc4ccccc34)O2)cc1 (centres undefined)	i	29
O=C(CCc1ccccc1)NC(NC(=S)Nc1cccc(Cl)c1)C(Cl)(Cl)Cl (centres undefined)	i	18

For reference, part of the list above.
SMILES	CHT allo act	OX1R antagonist
COc1ccc(C(=O)N2CC(=O)Nc3ccccc32)cc1S(=O)(=O)N1CCOCC1	i	5
CCOc1cc(C(=O)O)cc(Cl)c1OCC#N	i	-3
CCOc1ccccc1NC(=O)CN1C(=O)NC(Cc2c[nH]c3ccccc23)C1=O (centres undefined)	x	42*
CC1CCC2(CC1)NC(=O)N(CC(=O)NC(C)c1ccc(F)c(F)c1)C2=O (centres undefined)	x	-14
COc1ccc(C2CC(c3ccc(F)cc3)n3nc(NC(=O)c4ccco4)nc3N2)cc1 (centres undefined)	i	-17
O=C(NC(c1ccccc1)c1ccccc1)c1ccc(S(=O)(=O)C(F)F)cc1	i	-10
CCS(=O)(=O)n1nc(NCc2cccc(OC)c2)nc1NCc1cccc(OC)c1	i	-5
Cc1ccc(-c2cc(=O)[nH][nH]2)c(C)c1	i	9
CCN1C(=NCCc2cccs2)N[C@@H](c2cccs2)C(C(=O)OC)=C1C	i	-19
CCCNc1c(NC(=O)COc2ccc(Cl)cc2)c(=O)oc2ccccc12	i	-18
COc1ccc(NC(=O)c2c(N)no[n+]2[O-])cc1	i	-1
CC1CCCCN1C(=O)CSc1nc2ccsc2c(=O)n1Cc1ccccn1 (centres undefined)	i	-27
COc1cccc(-c2nc(CS(=O)(=O)CC(=O)Nc3c(C)cccc3C)c(C)o2)c1	i	-10
COc1ccc(-n2c(SCC(=O)NCC3CCCO3)nc3c(c2=O)SCC3)cc1OC (centres undefined)	i	-8
CC1(C)CC(=O)C2=C(C1)OC(N)=C(C#N)C21CCN(C(=O)OCc2ccccc2)CC1	i	10
CCOC(=O)N1CCN(Cc2nc(N)nc(Nc3ccc(OCC)cc3)n2)CC1	i	-40
Cc1ccc(C)c(C(=O)COC(=O)Cn2[nH]c(=O)c3ccccc3c2=O)c1	x	-35
Cc1ccc(NC(=O)c2cccnc2C(=O)O)nc1	i	-8
Cn1nnc2sc3c(c2c1=O)CCCC3	i	5
O=P(CCC(F)(F)F)(CCC(F)(F)F)CCC(F)(F)F	i	1
CCCCCN(C(=O)CCC(=O)OCC(=O)Nc1cccc(CC)c1)c1c(N)n(CCCC)c(=O)[nH]c1=O	i	-20

Next compounds
SMILES	CHT allo act	OX1R antagonist
N#Cc1c(C(F)(F)F)cc(-c2ccccc2)[nH]c1=O	i	-14
O=[N+]([O-])c1cccc(-c2noc(-c3ccco3)n2)c1	i	-2
CC(C)(O)[C@H](O)Cc1cc2ccc(=O)oc2cc1O[C@@H]1O[C@H](CO)[C@@H](O)[C@H](O)[C@H]1O	x	-6
CC1CCN(C(=O)COC(=O)c2cc(Cl)c3c(c2)OCO3)CC1	x	-32
Cc1ccc(S(=O)(=O)N2CCN(c3ncnc4sccc34)CC2)cc1	i	10
O=C(Nc1cccc(S(=O)(=O)N2CCCC2)c1)c1ccc(Cl)nc1	x	-24
Cc1ccc(/C=C2\CCOC2=O)cc1	i	-2
Cc1ccc(-c2cn3cccnc3n2)cc1NC(=O)c1c(-c2ccccc2Cl)noc1C	i	-31
O=C(Nc1sc2c(c1CN1CCOCC1)CCC2)c1ccc(F)cc1	i	-22
CCn1cc(C(=O)NCC2CCCO2)c(=O)c2cc(S(=O)(=O)N(C)C3CCCCC3)ccc21 (centres undefined)	i	-16
O=C(NCc1ccc2c(c1)OCO2)C1CCN(S(=O)(=O)c2ccc(F)cc2)CC1	i	-2
CC(C)c1[nH]c(=O)c(C#N)c2c1COC(C)(C)C2	i	3
CN=c1scc(-c2cccs2)n1/N=C/c1ccccc1O	i	-4
O=C(N/N=C/c1ccncc1)C1CC1(c1ccccc1)c1ccccc1 (centres undefined)	i	-34
Cc1ccc(N2C(N)=C(C#N)C(c3ccsc3)C3=C2CC(C)(C)CC3=O)cc1 (centres undefined)	i	-42
CC1=N/C(=C\c2ccc([N+](=O)[O-])cc2)C(=O)N1c1ccc(F)cc1F	i	-3
CCc1ccc(OCCCC(=O)Nc2nnc(C3CCCO3)s2)cc1 (centres undefined)	i	-23
Cc1cc(C(=O)NCCC2=CCCCC2)ccc1[N+](=O)[O-]	i	-14
O=C(Nc1ccccc1)c1ccc2nsnc2c1	i	-9
CC(CC(=O)NCc1ccc(Cl)cc1)c1ccccc1 (centres undefined)	i	-24
Cc1ccc(C(=O)NCC(=O)NC2CC2)cc1	x	-16
COc1cc(NS(=O)(=O)c2ccc3c(c2)C(C)(C)C(=O)N3C)cc(OC)c1	i	3
COc1cccc(CNC(=O)C2CCCN(c3nc4ccccc4o3)C2)c1 (centres undefined)	i	-14
N/C(=N\OC(=O)Cc1ccc(-c2ccccc2)cc1)c1cccnc1	i	7
CN(C)C(=O)N1CCC(C(=O)NCc2ccc(F)cc2)CC1	i	-13
NC(=O)c1ccsc1NC(=O)CS(=O)(=O)c1ccc(Cl)cc1	i	-19
C=CCn1c(O)c(N=NC(=O)c2ccc3c(c2)OCO3)c2ccccc21	i	-9
CCC(=O)N1CCCc2cc(S(=O)(=O)CCC(=O)Nc3ccccc3C)ccc21	i	-17
CCCOc1ccc(C2C(C(=O)c3ccc(C)o3)=C(O)C(=O)N2CCCn2ccnc2)cc1 (centres undefined)	i	-19
CCOC(=O)C1=C(c2ccccc2)NC(=S)NC1c1ccc(C)c([N+](=O)[O-])c1 (centres undefined)	i	-15
O=C(Cc1ccc(Cl)cc1)Nc1ccc(Br)cc1	i	-4
Cc1ccccc1NC(=O)NCc1cccnc1	i	-16
Cc1cccn2c(=O)c(C(=O)NC3CCCCC3C)c(O)nc12 (centres undefined)	i	-33
COc1cccc(-n2c(CNc3ccc(F)cc3)nnc2SCC(N)=O)c1	i	-4
CC(=O)c1c(C)[nH]c(C(=O)OCC(=O)N2CCN(S(=O)(=O)c3ccc(C)cc3)CC2)c1C	x	-31
